NADH enzymes: inhibition of NAD/NADH coupling enzymes, library profiling; AID 774; IC50, µM (highest dose often 10 µM), for the others: top-dose inhibition; actives 0.02% (n = 65,000); coupled PK/LDH NADH assays, four targets;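 active = single-dose screening hits from any of four coupled enzyme assays that gave an IC50 when retested across doses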;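 note: the DPM-DC format reads NADH fluorescence rather than 340 nm absorbance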
Autofluor 339: intrinsic fluorescence of library compounds, ex339/em460 – biochemical, MLSMR library, data from DPM-DC assay, artefact control, profiling panel; compound autofluorescence, ex339/em460 nm, NADH buffer; hits give high values; 1 = no-compound wells, NADH background; fluorescence fold increase at 10 µM; actives 5.5% (n = 65,000);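 active = at 10 µM, mean starting fluorescence two-fold or more over control wells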;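 note: signal is the first read of a kinetic run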
HER2 expr 66K: lowers expression of human Her2 kinase. P04626. SKBR-3 HER2 protein level, AlphaScreen, 18-24 h; hits give low values. HER2 level % of control, % at 10 µM. actives 0.69% (n = 65,000). AID 645;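 active = HER2 level under 5% of the carrier-only control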;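 note: 100% = DMSO carrier and 0% = 500 nM PU-H71 HSP90 inhibitor; lower value means stronger loss of Her2 protein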
5HT1a ag: 5-HT1a (human) receptor agonism; P08908; CHO 5-HT1a Ga15 NFAT-bla reporter, FRET ratio; 0% basal, 100% maximal reference agonist; activation, % at 10 µM; actives 0.56% (n = 65,000); AID 567;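 active = activation above the screen-wide mean activation plus 3 SD, cut at about 19% in these data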;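 note: 0% = DMSO wells and 100% = 5-CT at EC100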
Target sequence (P08908 whole entry, looked up): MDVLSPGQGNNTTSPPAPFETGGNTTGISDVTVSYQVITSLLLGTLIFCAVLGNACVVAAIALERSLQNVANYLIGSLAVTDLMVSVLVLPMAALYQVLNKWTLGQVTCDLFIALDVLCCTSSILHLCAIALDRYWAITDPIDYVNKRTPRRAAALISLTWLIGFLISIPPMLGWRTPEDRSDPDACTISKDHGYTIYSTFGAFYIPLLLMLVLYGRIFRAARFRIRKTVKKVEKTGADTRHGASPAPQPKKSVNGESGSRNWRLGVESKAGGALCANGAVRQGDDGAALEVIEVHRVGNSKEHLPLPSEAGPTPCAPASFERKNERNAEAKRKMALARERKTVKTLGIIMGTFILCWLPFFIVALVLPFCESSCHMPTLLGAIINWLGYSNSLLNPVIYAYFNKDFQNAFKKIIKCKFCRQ
E coli RNAP: inhibitors of Escherichia coli RNA polymerase. P0A8V2. E. coli RNA polymerase, fluorescence transcription assay. inhibition, %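 (tested at 10 µM)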. actives 0.2% (n = 62,000). AID 559; in the data active = inhibition above about 20%;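 note: 0% = enzyme without compound and 100% = no enzyme blank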
D1 mod: D1 dopamine receptor (human) allosteric modulation | P21728 | HEK293 D1, CRE-luciferase, dopamine EC30 potentiation; actives deviate in either direction | B-score at 10 µM | actives 5.9% (n = 58,000);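 active = luminescence count or its row- and column-corrected plate score outside the 99.7% band of the plate's sample wells, on either side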
Hsp90 block: displaces geldanamycin probe from tumor Hsp90; P07900; NCI-N417 lysate Hsp90, Cy3B-geldanamycin FP displacement; inhibition, % at 30 µM; actives 0.35% (n = 64,000);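 active = inhibition above 50%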;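 note: 0% = tracer plus lysate wells and 100% = tracer alone without lysate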
M1 agonist: M1 muscarinic receptor agonism | actives 3% (n = 64,000) | B-score at 10 µM | CHO-M1 cells, Fluo-4 calcium fluorescence, agonist mode; hits give high values;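 active = fluorescence rise, raw or as B-score row- and column-corrected plate score, outside the 99.7% band of its plate's samples, either direction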
M1 antag: M1 muscarinic receptor (rat) antagonism; CHO-M1 cells, Fluo-4 calcium, ACh EC80 antagonist mode; hits give low values; B-score at 10 µM; actives 3.4% (n = 64,000); AID 628;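 active = calcium fluorescence response, raw or row-and-column corrected B-score, differing from the plate sample mean either way at a set confidence level, mostly lower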
Target sequence (P08482 whole entry, looked up): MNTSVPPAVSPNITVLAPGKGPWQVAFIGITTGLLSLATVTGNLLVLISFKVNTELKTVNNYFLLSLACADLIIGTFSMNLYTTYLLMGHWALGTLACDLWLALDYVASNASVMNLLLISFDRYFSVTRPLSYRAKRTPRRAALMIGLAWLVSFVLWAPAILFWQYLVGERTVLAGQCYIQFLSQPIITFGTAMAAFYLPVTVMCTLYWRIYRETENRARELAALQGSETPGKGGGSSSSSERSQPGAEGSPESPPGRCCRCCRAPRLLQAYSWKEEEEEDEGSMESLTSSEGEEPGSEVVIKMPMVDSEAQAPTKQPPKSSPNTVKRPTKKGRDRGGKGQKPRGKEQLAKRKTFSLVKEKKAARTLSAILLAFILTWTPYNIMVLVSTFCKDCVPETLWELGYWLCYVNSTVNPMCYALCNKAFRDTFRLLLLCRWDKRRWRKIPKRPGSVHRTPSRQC
Numbers without * were called inactive; nt = no result given; & = joins results of further samples; [ ] = another dose, or the depositor's remark.

SMILES	NADH enzymes	Autofluor 339	HER2 expr 66K	5HT1a ag	E coli RNAP	D1 mod	Hsp90 block	M1 agonist	M1 antag
CCC(=O)Nc1c(-c2ccc(OC)cc2)c(=O)c2ccccc2n1C	7%[fluoresces]	3.8*	75	-1.2	12	0.47	1	-0.17	0.12
CC(C)=CCCC(C)N(C=O)C(C)CCC=C(C)C (centres undefined)	2%	1	88	-2.9	-7	-0.013	-2	0.018	-0.19
Clc1ccc(Br)cc1-c1nc(-c2ccncc2)no1	7%	1.1	86	-1.4	5	1.4	-2	0.61	0.23
CC(C)OC(=O)CCCN1C(=O)c2ccc(N)cc2C1=O	7%	1.3	73	-0.4	-5	nt	1	2.4	0.11
O=C(Nc1cnn(Cc2ccccc2)c1)c1nc2ncccn2n1	2%	1.1	104	1.6	5	-0.1	-1	0.57	0.0041
Cc1ccc(-n2nnnc2SCC(=O)Nc2ccccc2N2CCCCC2)cc1C	2%	1.1	93	-1.3	10	nt	-1	-0.27	0.9
Cc1ccc(C)c(S(=O)(=O)N2CCN(CC(=O)Nc3cc(C)on3)CC2)c1	1%	1.1	97	-1.8	5	0.44	-2	2.5e-05	0.45
COc1ccc(OC)c(C2C(C(C)=O)=C(O)C(=O)N2CCC(=O)O)c1 (centres undefined)	10%	1	91	-1.8	4	2.7*	-4	0.43	-0.0039
CCOc1cccc(C(=O)Nc2cccnc2)c1	3%	1.1	120	-1.0	-1	0.11	-1	0.33	1
CC1=NOC2(C1)N(C)c1ccccc1C2(C)C (centres undefined)	1%	1.1	95	-1.9	-2	0.5	nt	0.63	0.45
c1csc(-c2cnc3n2CCCC3)c1	2%	1.1	86	-3.3	4	nt	nt	0.13	-1.4
CSc1nc(NCc2ccco2)c2c3c(sc2n1)CN(C)CC3	7%	1.8	84	-4.5	6	-4*	nt	1.7	-2.8*
CCOc1ccc(C(=O)CN2CCN(S(=O)(=O)c3ccc(OC)cc3)CC2)cc1	10%	1.1	111	-2.5	1	0.9	-4	-0.13	0.9
COc1cc(-c2nnc3sc(-c4ccncc4)nn23)cc(OC)c1OC	4%	1.1	75	-0.1	5	2	12	-0.14	-0.032
Cc1ccc(C)c(-n2nnnc2SCC(=O)c2ccc3c(c2)NC(=O)CO3)c1	7%	1	95	-0.9	8	1.1	-6	0.1	-0.43
COc1ccc(CCNC(=O)C2CCN(S(=O)(=O)N3CCOCC3)CC2)cc1OC	8%	1	131	-0.4	-3	-0.62	0	-0.46	0.77
Cn1c(=O)c2c(nc(N3CCN(Cc4ccccc4)CC3)n2CC(=O)c2ccccc2)n(C)c1=O	1%	1.1	86	-0.8	nt	nt	-2	0.88	-0.45
Cc1cccc(CS(=O)(=O)Cc2ccc(C(=O)NCCN3CCCCC3C)o2)c1 (centres undefined)	4%	1.1	98	-2.7	4	-0.35	-2	0.0097	-0.59
Cc1cc(C)n(S(=O)(=O)/C=C/c2ccccc2)n1	3%	1.1	77	-1.3	2	nt	-2	-0.11	-0.49
CN(C)c1ccc(NC(=O)Cn2c(=O)n(Cc3ccccc3)c(=O)c3ccccc32)cc1	5%	1.1	91	-0.1	5	0.014	nt	-1.1	0.11
Cc1cccc2cc(C#N)c(SCC(=O)N3CCC(C)CC3)nc12	8%	1.1	92	3.3	9	1.7	8	-0.0072	-0.22
Cc1cc(C)c2[nH]c(=O)c(C(c3nnnn3Cc3ccc4c(c3)OCO4)N3CCCCC3)cc2c1 (centres undefined)	8%	1.2	69	-0.6	3	1.4	-6	-0.046	0.83
CCc1c(C(=O)NC2CCCCC2)[nH]c(C)c1C(C)=O	7%	1.1	86	-1.3	-3	nt	-1	0.69	0.5
Cc1cc(C(=O)CSc2nnc(-c3ccco3)o2)c(C)n1-c1ccc2c(c1)OCCO2	5%	1.1	110	-2.8	-7	nt	-10	12*	-0.29
O=C(CSc1nnc(-c2ccco2)o1)NC1CC2CCC1C2 (centres undefined)	3%	1.2	78	0.6	4	-1	-10	0.011	-0.88
CCCCN(CCCC)CCNC(=O)Cc1nc2c(c(=O)[nH]c(=O)n2C)n1C	6%	1.1	103	-1.8	5	0.53	4	-0.74	0.0079
Cn1c(=O)c2c(nc(CN3CCC(C(N)=O)CC3)n2Cc2ccccc2Cl)n(C)c1=O	5%	1.1	107	2.1	12	0.3	-3	-0.54	1.2
CC(Sc1nncs1)C(=O)NCc1ccc2c(c1)OCO2 (centres undefined)	3%	1.1	106	-3.3	-4	-0.25	-3	-0.61	-0.2
C=CCn1c(SCc2nc(N)nc(N(C)C)n2)nnc1-c1cccnc1	9%	1.1	114	0.3	4	-6*	-4	0.93	-0.29
CCOC(=O)c1c(CN2CCOCC2)n(C)c2cc(Br)c(O)c(CN(C)C)c12	8%&3%	1.1&1.1	123&109	-1.1	nt	0.6	3	-0.18	0.61
Cc1nc2nc[nH]n2c(=O)c1CCC(C)C	7%	1.1	98	-3.2	9	nt	-1	-0.57	-1.4
Cc1cc(N2CCN(C(=O)c3ccco3)CC2)n2nc(C)nc2n1	5%	1.1	102	0.0	7	0.011	0	-0.36	-0.75
CCCC(=O)C1=C(SCC)CC(C)(C)C(C(=O)OC)C1=O (centres undefined)	2%	1.1	60	-0.6	4	0.78	2	0.26	-0.047
CCOc1ccc(C2C=C(c3ccccc3)Nc3nnnn32)cc1 (centres undefined)	9%	1.1	98	-0.8	7	-0.36	1	0.51	0.0052
CCOc1ccc(Cn2nnc(C(=O)Nc3ccc(OC)cc3OC)c2N)cc1	3%	1.2	74	3.2	6	-0.93	-2	-0.53	0.06
COc1ccc(N2C(=O)CC(n3c(CCCCO)nc4ccccc43)C2=O)cc1 (centres undefined)	3%	1.1	99	-0.1	7	-0.14	-1	2.2	0.96
CN1C(=O)CC(N2CCN(C(c3ccccc3)c3ccccc3)CC2)C1=O (centres undefined)	3%	1.1	97	-0.4	3	-0.6	0	-0.88	-0.0053
O=C(CSc1nc2nc(-c3cccs3)cc(C(F)(F)F)c2c(=O)[nH]1)NCc1ccco1	12%[fluoresces]	4.9*	85	-0.8	-8	0.14	-1	1.1	-0.09
Cc1nnc(Oc2ccccc2F)c2ccccc12	4%	1.1	106	-0.7	-7	-0.12	2	0.2	-0.1
O=C(CN1C(=O)CSC1=O)Nc1ccc(C(=O)O)cc1	3%	1.1	122	-3.9	6	0.37	-1	0.67	-0.66
CC(=O)NC1(C(F)(F)F)C(=O)Nc2c1c(=O)[nH]c(=O)n2Cc1ccco1 (centres undefined)	3%	1.1	99	1.4	7	-1	-18	0.58	-1.8
COc1cc(C2NC(=O)NC(C)=C2C(=O)OC(C)(C)C)ccc1OCC(N)=O (centres undefined)	0%	1.2	104	2.0	5	0.064	-4	0.12	-0.071
Cc1ccc2[nH]c(=O)c(CN(CCc3ccccc3)C(c3nnnn3Cc3ccco3)C(C)C)cc2c1 (centres undefined)	7%	1.3	33	0.5	9	nt	-5	nt	nt
NS(=O)(=O)c1ccc(NC(=O)CSC2CCCCC2)cc1	5%	1	94	-2.0	5	-0.0032	-6	-0.14	0.59
CCN(CC)S(=O)(=O)c1ccc(C(=O)NC2=C(C(=O)OC)SCC2)cc1	4%	1.1	82	0.7	18	nt	1	nt	nt
Cc1noc(C)c1S(=O)(=O)NC1CCCc2ccccc21 (centres undefined)	4%	1.1	83	-2.8	0	-0.77	-5	-0.73	-0.55
COc1cc(OC)cc(C(=O)NCc2cccnc2)c1	2%	1.1	61	0.4	6	0.21	0	-0.58	0.11
CCOc1ccccc1CNS(=O)(=O)c1ccc2c(c1)oc(=O)n2C	6%	0.85	95	-2.9	2	0.9	-2	0.13	1.2
CCC(=O)N(Cc1cc2ccccc2[nH]c1=O)C(C)C	7%	1.2	97	-1.1	1	-0.79	-4	0.075	-1.4
O=C(NC1CCN(C(=O)Nc2ccccc2)CC1)C1CCCCC1	6%	1.1	83	-1.9	9	-0.16	0	0.15	0.14
Cn1c(SCC(=O)Nc2ccc(F)cc2F)nnc1-c1cccnc1	5%	1	62	-0.4	-6	0.0091	-4	-0.08	-0.42
O=C1c2ccccc2-c2ncnc3cccc1c23	2%	1.2	112	2.3	8	13*	3	0.32	-0.19
Cc1sc2ncnc(NCCCO)c2c1C	9%	1.1	98	-3.1	3	0.098	2	-0.22	0.015
Cc1ccc2[nH]c(-c3cccc(N)c3)cc2c1	9%[fluoresces]	3.8*	88	-0.9	nt	-1	-1	-1.4	1.1
CCCn1nnc(NC(=O)c2ccccc2Br)n1	6%	1.1	110	0.3	6	0.019	-4	-0.23	-0.62
O=c1oc2c(CN3CCCCC3)c(O)ccc2cc1-c1nc2ccccc2[nH]1	8%[fluoresces]	4*	103	1.1	-34	-0.4	13	182*	-18*
CCS(=O)(=O)c1ccc(O)c(NC(=O)c2cc(OC)c(OC)c(OC)c2)c1	2%	1.1	84	-1.1	7	nt	6	-0.38	1.2
COC(=O)c1c(C)[nH]c(C(C)=O)c1C	3%	1.1	103	0.0	-5	-0.87	0	0.012	0.0058
Cc1nnc(NC(=O)CSc2nnc(Cc3ccccc3)n2-c2ccccc2)s1	7%	1.1	103	-0.8	9	0.057	-1	0.4	0.27
CCOC(=O)CCc1c(C)n(CC)c2cc(-c3ccccc3OC)nn2c1=O	13%	3.6*	70	0.7	8	0.2	0	-0.14	0.012
The list continues:
SMILES	NADH enzymes	Autofluor 339	HER2 expr 66K	5HT1a ag	E coli RNAP	D1 mod	Hsp90 block	M1 agonist	M1 antag
Cc1ccc2nsnc2c1S(=O)(=O)N1CCCC1	8%	0.87	106	-0.2	11	0.16	-5	-0.55	0.056
CCOC(=O)c1sc2nc(CSc3nc4ccccc4n3CC)[nH]c(=O)c2c1C	5%	1.1	99	-3.2	1	0.26	-5	-0.78	-0.00091
CC(=O)c1ccc(-n2nnnc2SCC(=O)N2CCN(C(=O)c3ccco3)CC2)cc1	3%	1.1	90	-1.7	0	1.6	-1	0.19	-0.038
O=C(NC1CCCC1)C(c1ccc(Cl)cc1)N1CCOCC1 (centres undefined)	1%	1.1	110	-3.8	3	0.22	-2	0.62	0.37
C=C(C)Cn1c(CCCNC(=O)C(C)(C)C)nc2ccccc21	1%	1	199	-0.9	6	-0.34	-4	-0.015	1
COCc1nnc(NC(=O)c2sc3ccccc3c2Cl)s1	10%	1	83	-0.7	5	-1.5	-3	-0.46	0.53
CCOc1cc(C(=O)N2CCCC2)cc(OCC)c1OCC	1%	1.1	134	-2.1	9	0.063	1	0.018	0.32
COc1ccc(C(=O)CSc2nnc(-c3cccnc3)n2Cc2ccco2)cc1	11%	1.1	106	-5.9	3	0.32	-1	0.26	0.73
O=C(NCc1ccco1)c1sc(=S)n2c1[nH]c(=O)c1ccccc12	6%	1.1	103	0.0	13	-0.95	-1	12*	-2
CCN(CC)CCCNC(=O)Cn1ncc2c(=O)oc3ccc(C)cc3c21	7%	1.1	90	0.9	6	nt	-5	0.57	0.5
Cc1cc(NC(=O)CSc2nc(C3CC3)nc3sc4c(c23)CCC(C)C4)no1 (centres undefined)	1%	1	56	-0.2	6	-0.72	-2	-0.3	-0.013

Of the compounds above, four contain fluorine:
SMILES	NADH enzymes	Autofluor 339	HER2 expr 66K	5HT1a ag	E coli RNAP	D1 mod	Hsp90 block	M1 agonist	M1 antag
O=C(CSc1nc2nc(-c3cccs3)cc(C(F)(F)F)c2c(=O)[nH]1)NCc1ccco1	12%[fluoresces]	4.9*	85	-0.8	-8	0.14	-1	1.1	-0.09
Cc1nnc(Oc2ccccc2F)c2ccccc12	4%	1.1	106	-0.7	-7	-0.12	2	0.2	-0.1
CC(=O)NC1(C(F)(F)F)C(=O)Nc2c1c(=O)[nH]c(=O)n2Cc1ccco1 (centres undefined)	3%	1.1	99	1.4	7	-1	-18	0.58	-1.8
Cn1c(SCC(=O)Nc2ccc(F)cc2F)nnc1-c1cccnc1	5%	1	62	-0.4	-6	0.0091	-4	-0.08	-0.42

An excerpt of the results above:
SMILES	NADH enzymes	Autofluor 339	HER2 expr 66K	5HT1a ag	E coli RNAP	D1 mod	Hsp90 block	M1 agonist	M1 antag
Cc1ccc2nsnc2c1S(=O)(=O)N1CCCC1	8%	0.87	106	-0.2	11	0.16	-5	-0.55	0.056
CCOC(=O)c1sc2nc(CSc3nc4ccccc4n3CC)[nH]c(=O)c2c1C	5%	1.1	99	-3.2	1	0.26	-5	-0.78	-0.00091
